NS3 helicase inh – inhibitors of HCV NS3 helicase, primary screen, biochemical, Cy5 molecular beacon fluorescence. Hepatitis C virus NS3 helicase. AID 1800, 2009. NS3 helicase DNA unwinding. actives 0.56% (n = 290,000). inhibition, % at 10.9 µM;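 active = inhibition above the mean of all tested compounds plus 3 SD, set per campaign, cut at about 35% in these data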;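 also: 0% = DMSO wells and 100% = thioflavine S control wells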
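assay system = NS3 helicase fragment of HCV | buffer or medium = MOPS pH 6.5, MgCl2, DTT, Tween20, BSA | timing = 60 min unwinding reaction at 25 °C after ATP addition | signal = Cy5 beacon fluorescence read at start and 1 h | read-out basis = % inhibition of unwinding | control set = low DMSO, high thioflavine S at 110 µM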
MEKK3 PB1 HTS – modulators of MEKK3-MEK5 PB1 binding, primary screen, biochemical, wildtype MEKK3, multiplex bead flow cytometry, Alexa488-MEK5. Mitogen-activated protein kinase kinase kinase 3 (Homo sapiens), Q99759. bead-based flow cytometry, Alexa488-MEK5 binding to MEKK3; actives lie on both sides; 0 = blocked by unlabeled MEK5, 100 = vehicle. binding response (% of control), % at 10 µM. actives 1.4% (n = 290,000);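 active = binding response more than 3 SD above or below the average of its plate-row segment, actives on both sides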;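 also: Alexa488 bead fluorescence after subtracting the streptavidin-only scavenger bead signal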
Target sequence (Q99759 whole entry, looked up): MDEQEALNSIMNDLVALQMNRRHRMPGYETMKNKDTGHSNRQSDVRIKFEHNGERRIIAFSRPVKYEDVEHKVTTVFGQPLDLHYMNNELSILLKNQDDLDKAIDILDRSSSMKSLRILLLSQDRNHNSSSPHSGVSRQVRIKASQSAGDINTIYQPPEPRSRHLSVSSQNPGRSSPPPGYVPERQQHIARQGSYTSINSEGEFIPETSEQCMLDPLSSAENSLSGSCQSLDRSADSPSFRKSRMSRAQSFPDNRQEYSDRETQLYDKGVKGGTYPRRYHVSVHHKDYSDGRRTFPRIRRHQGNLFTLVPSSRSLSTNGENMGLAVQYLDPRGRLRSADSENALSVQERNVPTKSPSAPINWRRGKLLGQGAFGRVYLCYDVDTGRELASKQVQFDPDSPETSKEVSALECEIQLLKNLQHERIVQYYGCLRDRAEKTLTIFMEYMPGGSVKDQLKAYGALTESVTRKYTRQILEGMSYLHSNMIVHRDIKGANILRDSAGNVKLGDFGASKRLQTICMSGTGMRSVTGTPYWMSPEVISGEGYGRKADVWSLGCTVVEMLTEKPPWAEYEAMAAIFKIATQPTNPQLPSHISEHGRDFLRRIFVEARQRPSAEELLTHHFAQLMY
CRFR2-BP antag – antagonists of CRF-BP/CRF-R2 complex, primary screen, cell-based, HEK293, calcium dye fluorescence, uHTS; CRF-induced calcium fluorescence; inhibition, % at 11.8 µM; actives 0.59% (n = 350,000);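 active = inhibition of the ligand-induced calcium signal above about 50% at the single tested concentration, limit read from the data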
DNA FID counter – compounds displacing fluorescent DNA intercalator, primary screen, artefact control for HCV NS3 helicase inhibitor project, biochemical, FID fluorescence | AID 1845, 2009 | inhibition, % at 7.9 µM | DNA fluorescent intercalator displacement | actives 0.17% (n = 290,000); in the data active = inhibition above about 37%;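 also: 0% = vehicle and 100% = reference compound; higher means more ethidium bromide displaced from hairpin DNA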
CRFBP-R2 agonist – agonists of CRF-BP/CRF-R2 complex, primary screen, cell-based, HEK293, calcium dye fluorescence, uHTS; activation, % at 13.2 µM; calcium dye fluorescence (FLIPR); percent of saturating CRF peptide response; actives 0.46% (n = 350,000);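 active = activation of at least 50%, plus an integration ratio under a set limit after plate pattern correction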;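 also: plate controls were neutral control wells without compound for no effect and CRF at EC100 for full effect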
GalR3 antag – GalR3 antagonists in HEK293 cells, primary screen, cell-based, fluorescence readout; HEK293 GalR3-CNG cAMP membrane potential fluorescence; galR3 body fused to GalR1 C-terminus; inhibition, % at 3 µM; actives 0.44% (n = 360,000);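 active = inhibition above the screen-wide average plus 3 SD, cut at about 13% in these data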;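 also: forskolin and galanin both at EC90 stimulate the cells; cAMP rise reported by CNG channel membrane potential dye signal; 0% = forskolin plus galanin with DMSO and 100% = forskolin alone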
Target sequence (O60755 1-299 limits assumed): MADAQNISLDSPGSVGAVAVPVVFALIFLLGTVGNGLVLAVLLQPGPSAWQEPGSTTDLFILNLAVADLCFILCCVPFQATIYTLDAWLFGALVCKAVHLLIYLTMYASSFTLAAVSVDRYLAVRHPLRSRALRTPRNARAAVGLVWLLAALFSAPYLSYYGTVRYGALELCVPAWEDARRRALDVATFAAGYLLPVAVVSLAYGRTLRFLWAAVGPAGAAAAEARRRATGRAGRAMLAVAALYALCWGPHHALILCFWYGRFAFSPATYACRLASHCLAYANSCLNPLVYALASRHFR
MEKK2mut PB1 HTS – MEK5 binding signal on mutant MEKK2 PB1, primary screen, biochemical, multiplex bead flow cytometry, Alexa488-MEK5 | actives 0.35% (n = 290,000) | Alexa488-MEK5 binding to MEKK2 mutant | percent response, % at 10 µM | AID 1530, 2009; in the data active = percent response above about 24%, passing the limit was not always enough; also: inactives centre near 1; some results filed as inactive read as strong as hits
MEKK2 WT-MEK5 – modulators of MEK5 binding to wildtype MEKK2, primary screen, biochemical, multiplex bead flow cytometry, Alexa488-MEK5 | Mitogen-activated protein kinase kinase kinase 2 (Homo sapiens), Q9Y2U5 | Alexa488-MEK5 binding to MEKK2 WT; actives lie on both sides | binding response (% of control), % at 10 µM | actives 1.1% (n = 290,000); in the data active = binding response below about 67% or above about 130%
UBC9 SUMO inh – inhibitors of in vitro SUMOylation cascade, primary screen, biochemical, HTRF, uHTS; actives 0.36% (n = 290,000); HTRF SUMOylation assay, SAE1/SAE2 + UBC9; inhibition, % at 35 µM; SUMO-conjugating enzyme UBC9 (Homo sapiens), P63279; in the data active = inhibition above about 50%, passing the limit was not always enough; also: strong numbers were not always called active
An asterisk follows results filed as active; x = not tested or not shown. Some of the compounds tested. The share of hits here may be higher or lower than overall.

SMILES	NS3 helicase inh	MEKK3 PB1 HTS	CRFR2-BP antag	DNA FID counter	CRFBP-R2 agonist	GalR3 antag	MEKK2mut PB1 HTS	MEKK2 WT-MEK5	UBC9 SUMO inh
Cc1ccc2[nH]c(C(=O)N/N=C/c3ccc([N+](=O)[O-])cc3)c(C)c2c1	-17	102	4	2	0.4	-6	-4	101	5
COc1ccc(S(=O)(=O)N2CCN(C(=O)CC(C)C)CC2)cc1	2	100	3	-15	-0.7	-4	-2	98	16
O=C(Cn1nnc(-c2ccccc2NC(=O)c2ccccc2F)n1)NC1CCCC1	0	97	-2	3	2.3	-2	1	100	10
Cc1ccc2cccc(Oc3ncnc4scc(-c5ccc(Cl)cc5)c34)c2n1	1	102	12	-4	-0.7	0	12	90	-7
O=C(Nc1cccc(Cl)c1Cl)c1snnc1-c1ccccc1	-10	99	2	-4	2.5	-2	-3	97	16
Cc1nnc(NC(=O)CSc2nc3ccccc3[nH]2)s1	10	111	3	1	0.5	-5	-1	102	25
CCc1cccc(C)c1NC(=S)NCc1ccc2[nH]c(C)cc2c1	-20	117	-13	-11	-2.3	x	4	102	-12
CCN(C(=O)CSC1=Nc2ccccc2C2CC=NN12)C1CCS(=O)(=O)C1 (centres undefined)	-10	101	10	-15	-2.5	-3	0	102	-3
Cn1c(=N)n(CC(=O)c2cccs2)c2ccccc21	-4	99	-10	8	1.2	2	2	100	7
Cc1nc2cc(NC(=O)NC3CC3)ccc2n1C	-29	100	-11	5	4.7	-1	-3	98	13
Cc1cc(C)c(S(=O)(=O)NCc2ccncc2)c(C)c1	-5	99	-26	-2	-0.3	94*	-3	100	-7
CNC(=S)N(Cc1ccc(OC)cc1)Cc1cc2cccc(C)c2[nH]c1=O	1	105	-75	-2	6.5	-3	-12	94	8
COc1ccc(-n2c(C)cc(C(=O)CSc3ccc(NC(C)=O)cc3)c2C)cc1	-15	100	11	-20	-1.8	-1	0	101	-7
O=C(O)CCN1/C(=C/C=Nc2ccccc2)Oc2ccccc21	14	101	2	-6	2.6	-4	-1	102	-8
O=C(CSc1ccncc1)Nc1ccc2ccccc2c1	-5	94	1	-6	0.5	3	-1	77	0
CC(C)NC(=S)N1CCN(C(c2ccccc2)c2ccccc2)CC1	-3	105	9	-7	0.5	-5	20	114	-12
CCOc1cc(C(=O)NCC(C)CN(C)C)cc(OCC)c1OCC (centres undefined)	4	86	-2	10	-4.3	-2	-12	91	-7
C/C=C/C(=O)Nc1ccc(N2CCN(c3ccc(C(F)(F)F)cn3)CC2)nc1	-6	91	-2	0	1.8	-3	1	97	24
O=C(NCCN1CCOCC1)c1ccc(CS(=O)(=O)c2ccc(Br)cc2)o1	-7	104	-8	0	4.1	6	3	107	x
Cc1ccc(C(=O)N/N=C2\SCC(=O)N2c2cc(C)ccc2C)cc1	1	106	-5	-6	0.3	1	1	103	5
COCCNC(=O)c1ccc2c3n(nc2c1)-c1ccccc1CO3	x	95	-5	x	-1.0	-5	3	95	20
CC(=O)N1CCC2(CC1)C(C#N)=C(N)OC1=C2C(=O)CC(C)(C)C1	4	87	-1	-3	-1.0	-1	-8	87	0
COc1ccc(C(=O)c2ccc(-c3ccc(OC)cc3)nc2)cc1	7	93	11	-7	4.1	-9	-4	92	-6
Cc1ccc(Sc2ccc(N)cc2C#N)cc1	-7	104	31	6	-4.4	-2	1	107	x
CCc1ccc(N2CC(C(=O)Nc3ccc(S(=O)(=O)N4CCCCC4)cc3)CC2=O)cc1 (centres undefined)	-24	103	-9	-24	2.0	-4	2	103	3
C(#CCN1CCC(Cc2ccccc2)CC1)COCCOCc1ccccc1	-22	100	13	0	0.6	-4	-1	104	-31
CCN(CC)C(=S)SCC(=O)Nc1ncc2c(n1)CC(C)(C)CC2=O	5	93	-14	-5	-1.8	-6	-5	95	0
O=C(N/N=C/C=C/c1ccco1)c1ccccc1Cl	22	106	-4	-19	4.3	-7	-11	97	30
Cc1ccc(S(=O)(=O)c2c(C)nn(C(C)(C)C)c2OC(=O)c2cccs2)cc1	2	106	-14	-12	3.7	-3	5	100	-12
O=C(NC1CCCCC1)NC12CC3CC(CC(C3)C1)C2	0	100	-11	-6	-1.5	-2	-9	88	1
CCOC(=O)NC(=O)CSc1nnnn1-c1ccccc1	3	89	9	-15	0.6	1	-4	87	0
O=C(CSc1nnc(-c2ccc(Cl)cc2)n1Cc1ccco1)c1cccs1	29	100	-37	-16	-1.8	0	-4	94	-5
CC(C)(NC(=O)N1CCCC1)c1cccc(C(C)(C)NC(=O)N2CCCC2)c1	4	100	3	-15	1.4	4	7	99	-2
O=C(O)COc1ccc(/C=N/NC(=O)COc2nsnc2N2CCOCC2)cc1	-23	116	12	-15	-3.9	2	-1	103	2
O=C(O)COc1ccccc1/C=N/NC(=O)C(O)c1ccccc1 (centres undefined)	8	105	-8	-5	-0.9	-9	6	102	5
Cc1ccc(C)c(N2CCN(C(=S)Nc3ccc4nc(N5CCN(C)CC5)cc(C)c4c3)CC2)c1	-72	102	-13	47*	-1.8	-7	15	128	-12
COc1cc(C2=Nc3c(c(C)nn3-c3ccccc3)P(=O)(N3CCOCC3)O2)cc(OC)c1OC (centres undefined)	5	101	-4	-11	-1.2	-5	-2	99	-1
CCOc1cc(CO)cc(Br)c1OCC(N)=O	4	94	3	-4	-0.2	-2	-2	94	4
CCOC(=O)Cn1nc(C)c(-c2ccccc2)c1N	-4	96	5	-1	-0.4	-4	-3	92	14
CC(C)CCn1c(SCCN2CCOCC2)nc2c1c(=O)[nH]c(=O)n2C	5	103	-2	-15	2.8	-4	6	103	5

Shown as a hit in GalR3 antag (from the list above):
Molecule | NS3 helicase inh | MEKK3 PB1 HTS | CRFR2-BP antag | CRFBP-R2 agonist | GalR3 antag | MEKK2mut PB1 HTS | MEKK2 WT-MEK5 | UBC9 SUMO inh
Cc1cc(C)c(S(=O)(=O)NCc2ccncc2)c(C)c1 | -5 | 99 | -26 | -0.3 | 94* | -3 | 100 | -7

Further results.
SMILES	NS3 helicase inh	MEKK3 PB1 HTS	CRFR2-BP antag	DNA FID counter	CRFBP-R2 agonist	GalR3 antag	MEKK2mut PB1 HTS	MEKK2 WT-MEK5	UBC9 SUMO inh
COC(=O)c1c(NC(=O)C2Cc3ccccc3C(=O)O2)sc2c1CCCC2 (centres undefined)	-9	97	-4	1	1.7	1	2	102	22
Cc1cccc(C)c1NC(=S)N(Cc1ccccc1)Cc1cccs1	0	103	-12	-12	1.1	-1	-1	95	-14
CCC(C)[C@H](NC(=O)N1CC(=O)Nc2ccccc21)C(=O)N[C@@H](C(=O)O)c1ccccc1 (some centres undefined)	2	101	-6	-49	1.2	-10	4	102	12
CCOc1ccc(CC(=O)Nc2cccc(-c3ccc4nnc(C)n4n3)c2)cc1	-2	105	6	-24	-2.0	-5	1	102	10
O=C(Nc1cccc(C(=O)Nc2ccccc2F)c1)c1ccccc1	-3	101	-8	-12	-1.4	-11	4	102	-1
O=C(NCc1ccc(F)cc1)c1ccc[nH]1	-3	103	-2	0	-0.6	-5	-1	100	8
CCCN1CCC(=O)N([C@H](CSc2ccc(OC)cc2)CC(C)C)CC1	x	96	2	x	-2.5	-5	2	99	-4
COc1ccc(-c2noc(C(=O)NCc3ccccc3Cl)n2)cc1OC	-9	107	35	-13	-0.2	-6	5	106	-13
CCOC(=O)Nc1ccccc1C(=O)N1CCOCC1	-3	100	9	-3	1.4	-8	0	100	3
COc1ccc(C2CC(C(F)(F)F)n3nc(C(=O)Nc4ccc5c(c4)OCO5)cc3N2)cc1 (centres undefined)	-13	109	14	-19	-1.2	-1	7	101	-9
CN(C)c1ccc(C(=O)NC2CCCc3ccccc32)cc1 (centres undefined)	-4	102	11	-29	-2.6	-7	0	102	0
Cc1ccc(NC(=O)CSc2ncccn2)cc1F	19	100	-1	-2	0.7	-2	1	101	11
Cc1c(NC(=O)CN2c3ccccc3CC2C)c(=O)n(-c2ccccc2)n1C (centres undefined)	1	109	4	-13	0.8	6	2	104	-23
COc1cc(C2C(C(C)=O)=C(O)C(=O)N2CCc2ccc(OC)c(OC)c2)ccc1O (centres undefined)	8	98	21	-13	-5.0	-1	4	100	-21
COc1ccc(OC)c(NS(=O)(=O)c2cccs2)c1	3	101	22	-4	0.8	-4	0	103	6
Cc1nc(C)c(C(=O)Nc2ccccc2)s1	2	102	5	2	-1.8	-1	4	104	5
COc1ccc(NC(=O)C(c2ccc(C)cc2)N(C)C(=O)CC2NC(=O)NC2=O)cc1 (centres undefined)	2	108	-3	-18	-1.6	-10	-1	103	-4
CCC(C(=O)O/N=C(\N)c1ccc(Cl)cc1)c1ccccc1 (centres undefined)	1	105	12	-6	-0.3	-6	9	105	-1
CCOC(=O)c1c(C)nc2sc3c(=O)[nH]cnc3c2c1-c1ccc(OC)cc1	18	90	-3	-4	-0.9	-5	-5	90	16
O=C(c1ccccc1)c1c(O)cc(-c2ccccc2)oc1=O	5	100	14	-6	-0.8	0	-1	103	10
CN1CCN(C(=O)/C=C/c2ccc(Cl)c(Cl)c2)CC1	3	98	5	10	-0.5	-1	-1	98	-2
COc1cccc(OC)c1C(=O)Nc1nc2ccc(S(C)(=O)=O)cc2s1	-6	100	3	-5	7.9	-4	-1	96	15
O=C(Nc1ccc(Cc2ccncc2)cc1)C1CCC(N2C(=O)C3CC=CCC3C2=O)CC1 (centres undefined)	-13	77	3	-23	-2.4	-4	-11	78	1
CC(=O)Nc1ccc(NC(=O)c2ccc(C3SCC(=O)N3CCc3ccccc3)cc2)cc1 (centres undefined)	-5	98	-5	-31	-0.7	-1	-3	97	4
CCCCSC1(SCCCC)N=C(N)C2(C#N)C(c3ccccc3)NC(C)=CC12C#N (centres undefined)	3	104	2	4	0.6	-1	3	102	1
CCC(=O)N1CCN(c2ccc(OC)cc2[N+](=O)[O-])CC1	2	99	10	2	-1.4	0	6	100	19
Cc1cccc(OCC(=O)NCC2CCCO2)c1C (centres undefined)	0	96	11	-6	-0.7	-2	-8	100	8
Cc1c(NS(=O)(=O)c2ccc(Cl)c(C(=O)OC(C)C(=O)N3CCOCC3)c2)c(=O)n(-c2ccccc2)n1C (centres undefined)	2	86	9	-22	2.9	2	-1	93	5
O=C(Cc1ccccc1)NC(c1ccco1)c1c(O)ccc2ccccc12 (centres undefined)	9	89	-8	-12	-1.0	5	-11	87	3
Cc1ccc(CN(C)C(=O)C2CCCN2C(=O)c2cccs2)o1 (centres undefined)	-1	99	-5	-6	0.1	-6	-4	98	15
